RPL19A TOR yeast: RPL19A-GFP expression modulators in yeast, primary screen, cell-based, S. cerevisiae, multiplex flow cytometry, MLPCN; S. cerevisiae RPL19A-GFP strain, 3 h; stronger effect = lower value; percent response vs DMSO, % at 10 µM; actives 0.3% (n = 330,000); AID 2025, 2009;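 active = percent response vs DMSO below 50%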;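 note: median channel GFP fluorescence of the barcoded RPL19A-GFP strain; ratio of sample median GFP to plate DMSO average so 100% = DMSO; lower means less RPL19A-GFP as with rapamycin TOR inhibition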
VLA-4 inh: inhibition in human VLA-4 binding assay, primary screen, VLA-4 allosteric modulator project, MLPCN library, flow cytometry, VLA-4 expressing cells | inhibition, % (about 7 µM as worked out from the volumes in the protocol) | ligand binding flow cytometry | actives 0.2% (n = 330,000) | Integrin alpha-4 (Homo sapiens), P13612; in the data active = inhibition above about 50%
Target sequence (P13612 whole entry, looked up): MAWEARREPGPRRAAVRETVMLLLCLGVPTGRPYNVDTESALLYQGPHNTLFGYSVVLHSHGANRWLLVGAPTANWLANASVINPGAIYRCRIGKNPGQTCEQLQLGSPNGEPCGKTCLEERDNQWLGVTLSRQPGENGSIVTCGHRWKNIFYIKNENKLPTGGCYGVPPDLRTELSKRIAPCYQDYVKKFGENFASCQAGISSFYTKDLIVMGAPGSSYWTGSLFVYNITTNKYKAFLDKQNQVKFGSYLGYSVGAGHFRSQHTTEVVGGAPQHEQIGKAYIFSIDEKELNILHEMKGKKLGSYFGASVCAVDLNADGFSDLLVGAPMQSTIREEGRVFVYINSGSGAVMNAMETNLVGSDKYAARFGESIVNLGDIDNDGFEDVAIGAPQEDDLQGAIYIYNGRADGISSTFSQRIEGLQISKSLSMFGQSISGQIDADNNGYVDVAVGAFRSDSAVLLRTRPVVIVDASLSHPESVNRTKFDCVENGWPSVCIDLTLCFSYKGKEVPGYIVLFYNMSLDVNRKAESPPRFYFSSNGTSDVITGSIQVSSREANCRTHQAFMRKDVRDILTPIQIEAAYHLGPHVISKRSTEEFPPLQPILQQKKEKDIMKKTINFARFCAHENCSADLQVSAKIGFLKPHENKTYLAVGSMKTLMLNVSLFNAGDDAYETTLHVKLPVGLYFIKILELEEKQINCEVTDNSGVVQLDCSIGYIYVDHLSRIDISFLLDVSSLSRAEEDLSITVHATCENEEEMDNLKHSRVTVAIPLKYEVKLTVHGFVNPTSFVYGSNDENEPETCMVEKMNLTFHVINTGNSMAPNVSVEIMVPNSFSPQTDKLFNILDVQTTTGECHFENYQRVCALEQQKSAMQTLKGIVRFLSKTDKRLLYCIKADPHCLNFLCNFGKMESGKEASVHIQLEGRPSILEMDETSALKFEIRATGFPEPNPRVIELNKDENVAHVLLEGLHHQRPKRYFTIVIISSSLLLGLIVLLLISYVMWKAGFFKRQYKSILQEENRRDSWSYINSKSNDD
CIT2-GFP yeast: modulators of CIT2-GFP expression in yeast, primary screen, S. cerevisiae, GFP fusion, multiplex flow cytometry, MLPCN library. S. cerevisiae CIT2-GFP strain, 3 h; 100 means same as DMSO wells. GFP response vs DMSO, % at 10 µM. actives 0.065% (n = 320,000);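 active = GFP response relative to DMSO above a set limit, near the screen mean plus 3 SD, cut at about 150% in these data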;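 note: ratio of well median GFP fluorescence to mean of DMSO wells on the plate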
AGP1-GFP MLPCN: modulators of AGP1-GFP expression in yeast TOR pathway, primary screen, cell-based, multiplex flow cytometry, S. cerevisiae, MLPCN library; 3 h; GFP as percent of DMSO wells; GFP response vs DMSO, % at 10 µM; actives 0.02% (n = 320,000); AID 2066, 2009;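 active = GFP response relative to DMSO above a set limit, near screen average plus 3 SD, cut at about 150% in these data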;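 note: median GFP channel fluorescence of the gated AGP1 strain per well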
GRK2 inh: compounds blocking aptamer binding on GRK2 – biochemical, human GRK2, bead flow cytometry, HTS, primary screen. AID 488847, 2010. inhibition of aptamer binding, % at 10 µM. actives 0.59% (n = 330,000). FAM-aptamer displacement from GRK2. Beta-adrenergic receptor kinase 1 (Homo sapiens), P25098;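 active = inhibition of aptamer binding above 40%, roughly 3 SD of noise, on plates passing a quality check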;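 note: median bead fluorescence of bound FAM aptamer so fluorescent compounds give negative values; no value below 0 was filed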
LAP4-GFP MLPCN: modulators of LAP4-GFP expression in yeast, primary screen, S. cerevisiae, multiplex flow cytometry, MLPCN library. 3 h; median GFP as percent of DMSO wells. GFP response vs DMSO, % at 10 µM. actives 0.34% (n = 320,000). AID 2023, 2009;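 active = GFP response vs DMSO above a set limit, about the screen mean plus 3 SD, cut at about 150% in these data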
GASC-1 inh: inhibitors of GASC-1 histone demethylase, primary screen, biochemical, fluorescence, DELFIA europium; Lysine-specific demethylase 4C (Homo sapiens), Q9H3R0; inhibition, % at 2.35 µM; actives 0.069% (n = 330,000); AID 2099, 2009; GST-JMJD2C(1-420) H3K9me3 demethylation;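 active = more than half of a compound's replicate wells show inhibition beyond 50%, single wells judged on their own value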;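 note: signal counts dimethyl H3K9 product captured on neutravidin plate; 0% = median of DMSO wells and 100% = 0.3 times that DMSO median; strong numbers were not always called active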
MEP2-GFP yeast: modulators of MEP2-GFP levels in yeast, primary screen, S. cerevisiae, multiplex flow cytometry, MLPCN library | S. cerevisiae MEP2-GFP strain, 3 h; 100% = DMSO control level | GFP response vs DMSO, % at 10 µM | actives 0.51% (n = 330,000);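 active = GFP response versus DMSO above a set limit, roughly screen mean plus 3 SD, cut at about 180% in these data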;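 note: median GFP fluorescence of the barcode-gated MEP2-GFP cells per well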
Numbers without * were called inactive; . = not tested or not shown.

RPL19A TOR yeast,VLA-4 inh,CIT2-GFP yeast,AGP1-GFP MLPCN,GRK2 inh,LAP4-GFP MLPCN,GASC-1 inh,MEP2-GFP yeast,Structure
101,11,91,99,8,93,-13,102,O=C(CN1C(=O)C2CC=C(Cl)CC2C1=O)NCc1ccccc1 (stereo not drawn)
100,0,101,102,0,102,-1,109,COc1ccc(CCNC(=O)C2CC(=O)N(c3ccc(F)cc3)C2)cc1OC (stereo not drawn)
100,1,95,84,0,89,107,82,CCCOc1ccc(N/C=C/C(=O)c2cc(OC)c(OC)c(OC)c2)cc1
90,5,85,90,1,105,-16,88,O=C(Nc1ncc(Br)s1)C(Cc1ccccc1)n1cccc1 (stereo not drawn)
95,13,82,98,0,118,-7,82,COc1ccc(O)c(C(=O)CC(=O)c2ccc(F)cc2)c1
94,6,84,91,0,97,-10,93,CC(=O)Nc1cccc(-c2nc3ccccc3c(=O)o2)c1
101,8,101,96,0,94,0,99,O=C(CC(Nc1ccc(F)cc1)c1ccccc1)c1ccccc1 (stereo not drawn)
89,13,90,79,0,86,-9,90,Cc1cccc(OCC(=O)Nc2ccc3c(c2)nc(CCN2CCN(c4ccccn4)CC2)n3C)c1
106,8,95,98,2,98,-7,103,Cn1cnnc1SCC(=O)NNC(=O)c1ccc(Cl)cc1
104,-6,97,97,3,98,4,105,COc1cc2[nH]c(=S)nc(NCc3cccnc3)c2cc1OC
102,13,100,106,0,101,-5,105,COc1cccc(Cn2c(NCc3cccnc3)nc3c2c(=O)n(C)c(=O)n3C)c1
94,-2,97,92,0,89,2,95,Cn1c(=O)[nH]c(=O)c2c1nc(Br)n2CCCCSc1nc2ccccc2o1
102,-14,107,100,4,104,-4,105,COc1cc(NC(=O)C2CCN(S(=O)(=O)c3cnc[nH]3)CC2)cc(OC)c1OC
97,-6,109,98,2,89,3,93,CCOC(=O)N1CCN(S(=O)(=O)c2ccc3c(c2)CC(C)N3C(=O)C2CC2)CC1 (stereo not drawn)
88,3,86,89,3,99,15,97,CCOc1ccccc1NC(=O)CSc1nc2c(c(=O)n(C)c(=O)n2C)n1C

By substructure: the compounds so far containing an NH in an aromatic ring.
RPL19A TOR yeast,VLA-4 inh,CIT2-GFP yeast,AGP1-GFP MLPCN,GRK2 inh,LAP4-GFP MLPCN,GASC-1 inh,MEP2-GFP yeast,Structure
104,-6,97,97,3,98,4,105,COc1cc2[nH]c(=S)nc(NCc3cccnc3)c2cc1OC
94,-2,97,92,0,89,2,95,Cn1c(=O)[nH]c(=O)c2c1nc(Br)n2CCCCSc1nc2ccccc2o1
102,-14,107,100,4,104,-4,105,COc1cc(NC(=O)C2CCN(S(=O)(=O)c3cnc[nH]3)CC2)cc(OC)c1OC

Carrying on:
RPL19A TOR yeast,VLA-4 inh,CIT2-GFP yeast,AGP1-GFP MLPCN,GRK2 inh,LAP4-GFP MLPCN,GASC-1 inh,MEP2-GFP yeast,Structure
97,-4,109,102,0,97,-2,102,COc1ccc(S(=O)(=O)N(C)CC(=O)NC2CCCCC2)cc1Cl
99,-3,97,96,.,88,2,91,COC(=O)CN1C(=S)N(c2ccc(OC)cc2)C(=O)/C1=C/c1cccs1
91,-3,87,86,0,104,112,98,Cc1csc(SCC(=O)NC(=O)c2ccccc2)n1
94,-1,91,96,1,98,-3,90,CC(=O)Nc1ccc(NC(=O)C2CC(=O)N(Cc3ccccc3)C2)cc1 (stereo not drawn)
99,19,95,97,3,94,-10,100,COc1ccc(N2CCN(C(=O)CC34CC5CC(CC(C5)C3)C4)CC2)c([N+](=O)[O-])c1
106,-1,102,102,1,98,6,110,C=CCC(=O)N1CCCC(C(=O)c2ccc(Cl)cc2)C1 (stereo not drawn)
100,0,97,102,2,100,-2,101,O=C(CN1C(=O)NC2(CCCc3ccccc32)C1=O)N1CCCCC1 (stereo not drawn)
95,13,91,108,0,123,82,137,COc1ccc(C)cc1NC(=O)CN1C(=O)c2cccc3cccc1c23
103,-12,99,97,0,89,3,100,Cc1cccc(C2NC(c3cccc(C)c3)C([N+](=O)[O-])C(C)(C)C2[N+](=O)[O-])c1 (stereo not drawn)
100,12,100,95,5,93,9,103,CC(C)C(NC(=O)c1ccc2c(c1)OCCO2)c1nc2ccccc2[nH]1 (stereo not drawn)
103,6,105,105,2,107,10,107,CC1Cc2ccccc2N1C(=O)COC(=O)c1cccnc1Cl (stereo not drawn)
95,1,95,104,0,112,-1,92,COc1ccc(S(=O)(=O)N2CCOC23CCN(S(=O)(=O)c2ccccc2)CC3)cc1
94,-16,81,92,1,93,-7,90,Cc1cc(C)cc(NC(=O)CSc2nc3c(oc4ccccc43)c(=O)n2-c2ccccc2)c1
99,8,100,97,0,88,17,99,CCn1c(=S)sc2c(=O)n(CC(=O)Nc3ccc(OC)c(Cl)c3)c(C)nc21
107,-1,110,108,1,103,-3,106,O=C(CSc1nc2[nH]ncc2c(=O)[nH]1)NCc1ccccc1Cl
98,0,106,102,0,99,1,103,CCOc1ccc2oc(C(=O)Nc3nccs3)c(C)c2c1
95,8,93,86,2,91,7,95,COc1ccc(N2C(=O)CN(Cc3ccc(OC)c(OC)c3)C2=S)cc1
98,7,92,95,2,111,-14,98,CCn1c(C(=O)N2CCc3ccccc3C2)cc2oc3ccccc3c21
104,-17,86,88,1,112,-8,94,Cc1ccc(NC(=O)c2nc[nH]c2C(=O)N2CCN(c3ccccc3)CC2)cc1
102,-1,76,91,3,120,8,92,CCCNC(=O)c1ccc(N2CCC3(CC2)CC(c2ccccc2)=NO3)c(NC(=O)c2cccc(C)c2)c1
97,-2,103,101,2,101,46,103,COc1cc(C)nc(N2CCC(C(=O)NCC3CCCO3)CC2)n1 (stereo not drawn)
104,-47,108,109,0,107,26,112,COc1cc(OC)c(OC)cc1/C=C1\Oc2cc(OCC(=O)N3Cc4ccccc4C[C@H]3C(=O)O)ccc2C1=O
103,9,97,109,0,101,-2,102,O=C(O)CCc1ccc(-c2ccccc2)n1CC1CCCO1 (stereo not drawn)
112,-2,110,104,0,102,3,100,Cc1ccc(NC(=O)CSc2ccc(C(N)=O)cc2[N+](=O)[O-])cc1C
107,6,107,103,0,103,-2,113,CCN(C(=O)c1ccco1)c1nc(-c2ccc(OC)cc2)cs1
88,13,86,91,0,86,-5,81,C=CCN1C2CCCC1CC(NC(=S)Nc1cccc(OC)c1)C2 (stereo not drawn)
104,-18,106,111,1,106,3,106,CC(C)C[C@H](NC(=O)[C@H](Cc1ccccc1)n1c(=O)[nH]c2ccccc2c1=O)C(=O)N1CCC(C(=O)O)CC1
93,4,91,92,0,91,-14,92,COc1cc2[nH]c(=O)n(CCCC(=O)NCCc3ccccc3)c(=O)c2cc1OC
103,0,107,106,1,102,-9,106,CSc1cccc(NS(=O)(=O)c2ccc3c(c2)NC(=O)C(C)C(=O)N3)c1 (stereo not drawn)
106,14,102,97,0,99,-6,114,COc1ccccc1N1CCN(C(=O)c2cc3cc(F)ccc3[nH]2)CC1

Arranged by value in VLA-4 inh (lowest first): 3 of the compounds above
Molecule | RPL19A TOR yeast | VLA-4 inh | CIT2-GFP yeast | AGP1-GFP MLPCN | GRK2 inh | LAP4-GFP MLPCN | GASC-1 inh | MEP2-GFP yeast
COc1cc(OC)c(OC)cc1/C=C1\Oc2cc(OCC(=O)N3Cc4ccccc4C[C@H]3C(=O)O)ccc2C1=O | 104 | -47 | 108 | 109 | 0 | 107 | 26 | 112
Cc1ccc(NC(=O)CSc2ccc(C(N)=O)cc2[N+](=O)[O-])cc1C | 112 | -2 | 110 | 104 | 0 | 102 | 3 | 100
O=C(O)CCc1ccc(-c2ccccc2)n1CC1CCCO1 (stereo not drawn) | 103 | 9 | 97 | 109 | 0 | 101 | -2 | 102

Later entries
RPL19A TOR yeast,VLA-4 inh,CIT2-GFP yeast,AGP1-GFP MLPCN,GRK2 inh,LAP4-GFP MLPCN,GASC-1 inh,MEP2-GFP yeast,Structure
102,2,107,101,2,103,-5,107,CCOC(=O)C1(Cc2cccc(OC)c2)CCN(CC=C(C)C)CC1
95,-6,89,92,2,97,1,98,CCCCN(Cc1cc2cc(OC)ccc2[nH]c1=O)C(=O)c1ccco1
98,8,93,96,2,98,5,100,COc1ccccc1-n1c(C)c2c(OC)cccc(=O)c2c1C
103,13,107,111,0,104,-18,106,CC(=O)N1CCc2c(sc(NC(=O)C3CCCN3S(=O)(=O)c3cccs3)c2C#N)C1 (stereo not drawn)
106,2,106,102,0,91,-9,97,O=C(COC(=O)CCC1CCCC1)Nc1ccc(Cl)cc1F
95,20,98,103,1,110,4,95,COc1ccccc1-n1cc2ccc([N+](=O)[O-])cc2n1
96,12,101,103,0,106,.,103,CCOC(=O)[C@H]1[C@H]2COc3ccc(C)cc3[C@@H]2N2C(=O)[C@@H](CO)NC(=O)[C@@]12C

5 compounds drawn at random from the list so far, as already listed:
RPL19A TOR yeast,VLA-4 inh,CIT2-GFP yeast,AGP1-GFP MLPCN,GRK2 inh,LAP4-GFP MLPCN,GASC-1 inh,MEP2-GFP yeast,Structure
103,13,107,111,0,104,-18,106,CC(=O)N1CCc2c(sc(NC(=O)C3CCCN3S(=O)(=O)c3cccs3)c2C#N)C1 (stereo not drawn)
95,20,98,103,1,110,4,95,COc1ccccc1-n1cc2ccc([N+](=O)[O-])cc2n1
98,8,93,96,2,98,5,100,COc1ccccc1-n1c(C)c2c(OC)cccc(=O)c2c1C
102,2,107,101,2,103,-5,107,CCOC(=O)C1(Cc2cccc(OC)c2)CCN(CC=C(C)C)CC1
95,-6,89,92,2,97,1,98,CCCCN(Cc1cc2cc(OC)ccc2[nH]c1=O)C(=O)c1ccco1

Source: PubChem BioAssay
